HBB splice mod: alters splicing of the hemoglobin beta chain. Potency, µM (series often up to 46.1 µM), inactives show at the highest dose activation, most hits filed as activators. HBB splicing reporter cell assay, activation; EGFP reporter with mutant IVS2-654 intron; response scale: normalised to 500 nM splice-correcting PNA. AID 925. actives 0.06% (n = 65,000); note: potency is the fitted concentration of half-maximal effect; 0% is about no effect
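Compounds were applied for 2 days to HeLa EGFP-654 cells, 500/well in Optimem with 2% FCS. The reporter's EGFP is disrupted by mis-splicing of beta-globin intron IVS2-654. Readout: summed well GFP fluorescence from 488 nm laser scanning; reference was 500 nM antisense […] 654 PNA.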
Texas Red fluor: Texas Red region autofluorescence. actives 0.06% (n = 59,000). max dye-equivalent concentration, M. Compound fluorescence, Texas Red channel, 547/618 nm; hits give high values; in the data active = max dye-equivalent concentration above about 10 nM; inconclusive = between about 1.1 nM and that limit
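Fluorescence at ex 547/em 618 nm, normalized against an on-plate Texas Red standard series to give dye-equivalent concentration per compound concentration. Buffer 100 mM Tris, pH 8.0; 15 min RT incubation before CCD imaging.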
Hsp90 Hop PPI: changes Hsp90-Hop TPR2A binding signal, up or down. Potency, µM (titrated, usually from 57 µM), inactives show at the top dose activity change, negative = inhibition. actives 0.44% (n = 71,000). AlphaScreen TPR2A-His6 binding biotin-Hsp90 C-terminal peptide; active = well fitted curve in either direction with a large enough effect; inconclusive = small, poorly fitted or top-dose-only effect, or another doubt; note: potency is the fitted concentration of half-maximal effect; % is set by controls: 0 for no effect and ±100 for the full control effect; many of its hits are not listed in these tables
CRE Fsk mod: CRE-bla signaling modulation under forskolin stimulation | actives 2.5% (n = 71,000) | Potency, µM (highest dose often 38.2 µM), without a hit: at the top dose activity change, negative = inhibition, hits mostly activators | CHO CRE-bla reporter (cAMP response element driving beta-lactamase), forskolin EC10, beta-lactamase ratio | AID 662; active = well fitted activation curve with a large enough effect in the signal ratio, with a control signal flat, not every such curve was filed as active; inconclusive = small, poorly fitted or top-dose-only effect, or effect the other way, or a change in a side signal; the % refers to the signal ratio; note: potency is the fitted concentration of half-maximal effect; % of control where 0% means no effect
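CRE-bla CHO cells stimulated with EC10 NKH 477 (water-soluble forskolin) and compound titrations, 3 h at 37C; beta-lactamase read with CCF4 after 2 h at room temperature. Activity from 460/530 nm emission ratio, AC50 values for positive or negative modulation.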
ERK AVP block: inhibitors of vasopressin-stimulated ERK signaling pathway. HEK293-V1b, vasopressin-stimulated pERK AlphaScreen. Potency, µM (titrated, usually from 57.5 µM), inactives show top-dose activity, negative = inhibition, actives largely listed as inhibitors. actives 0.99% (n = 72,000). AID 995; note: potency is the fitted concentration of half-maximal effect; % is set by controls: 0 for no effect and ±100 for the full control effect; nearly all actives have a fitted effect of over 55% in size
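Phosphorylated ERK1/2 detected via AlphaScreen bead proximity in lysates of V1b-expressing HEK293 cells given 25 nM vasopressin for 5 min after 30 min compound exposure (37 °C). AC50 from Hill equation; basal DMSO 0%, vasopressin 100%.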
Tau filament bind: binds recombinant human tau filaments | P10636 | recombinant tau filaments, thioflavin S fluorescence, 15 h; filaments grown with octadecylsulfate alongside compound | Potency, µM (top dose mostly 57.1 µM), for the others: at the highest dose activity change, negative = inhibition | actives 2% (n = 71,000);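 note: potency is the fitted concentration of half-maximal effect; % is set by controls: 0 for no effect and ±100 for the full control effect; actives lower thioflavin S fluorescence by blocking filaments or displacing dye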
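Thioflavine S fluorescence (ex 450, em 510 nm) reports filaments formed from 1 uM human tau plus 30 uM ODS over 15 h at 37 C (10 mM HEPES pH 7.4, 100 mM NaCl, 5 mM DTT); compounds displacing dye or blocking filaments lower signal.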
ALOX15 inhib: 15-hLO (ALOX15) enzyme inhibition; purified 15hLO-1, xylenol orange hydroperoxide absorbance; actives 1.4% (n = 74,000); Potency, µM (series often up to 57.1 µM), inactives show top-dose activity change, negative = inhibition, most hits filed as inhibitors; P16050; AID 887; note: potency is the fitted concentration of half-maximal effect; % is set by controls: 0 for no effect and ±100 for the full control effect; nearly all actives have a fitted effect of over 55% in size
Target sequence (P16050 whole entry, looked up): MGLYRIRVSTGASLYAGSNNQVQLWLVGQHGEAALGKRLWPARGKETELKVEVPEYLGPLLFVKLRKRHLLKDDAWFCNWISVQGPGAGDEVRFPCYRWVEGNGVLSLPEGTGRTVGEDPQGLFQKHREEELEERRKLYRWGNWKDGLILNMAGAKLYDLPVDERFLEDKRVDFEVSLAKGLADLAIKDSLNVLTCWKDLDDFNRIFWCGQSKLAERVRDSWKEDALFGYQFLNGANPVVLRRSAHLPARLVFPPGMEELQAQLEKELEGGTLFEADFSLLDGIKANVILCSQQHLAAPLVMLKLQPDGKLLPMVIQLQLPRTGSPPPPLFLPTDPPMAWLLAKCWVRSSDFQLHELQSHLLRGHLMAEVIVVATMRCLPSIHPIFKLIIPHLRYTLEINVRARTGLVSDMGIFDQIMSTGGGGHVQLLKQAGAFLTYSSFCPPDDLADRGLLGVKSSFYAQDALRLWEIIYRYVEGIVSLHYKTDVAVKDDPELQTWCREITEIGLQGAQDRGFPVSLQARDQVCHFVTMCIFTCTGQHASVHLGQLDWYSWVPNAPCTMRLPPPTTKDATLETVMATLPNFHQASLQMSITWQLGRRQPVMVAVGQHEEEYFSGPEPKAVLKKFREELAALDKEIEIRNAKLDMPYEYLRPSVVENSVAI
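Purified human 15hLO-1 (40 nM final) in 25 mM Hepes pH 7.5, 0.01% Triton X-100 was preincubated with compound 15 min at room temperature, then reacted 6 min with 50 uM arachidonic acid; hydroperoxide detected by Fe-XO, 573/405 nm absorbance ratio.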
Rhodamine autofl: compound fluoresces in the rhodamine spectral region; Rhodamine-region fluorescence, 547/598 nm, Tris buffer; hits give high values; max dye-equivalent concentration, M; actives 0.05% (n = 59,000); in the data active = max dye-equivalent concentration above about 11 nM; inconclusive = between about 1.1 nM and that limit
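Read-out is relative fluorescence at 547 nm excitation and 598 nm emission, expressed as dye-equivalent concentration using rhodamine standards on every plate. Each compound was profiled across a concentration series after 15 min in 100 mM Tris, pH 8.0.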
Luciferase inh: inhibitors of firefly luciferase | Potency, µM (doses to about 57.1 µM), without a hit: top-dose activity change, negative = inhibition, hits mostly inhibitors | P08659 | purified firefly luciferase, luminescence, 8 min | actives 2.2% (n = 72,000); note: potency is the fitted concentration of half-maximal effect; % is set by controls: 0 for no effect and ±100 for the full control effect; nearly all actives have a fitted effect of over 40% in size
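qHTS concentration-response profiling: light output of P. pyralis luciferase with luciferin and 10 uM ATP, imidazole buffer pH 7.2. Read by luminescence after 8-min room-temperature incubation.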
Pol III holo inh: DNA polymerase III holoenzyme inhibition. reconstituted DNA polymerase III holoenzyme replication, biochemical. Potency, µM (highest dose often 57.1 µM), for inactives: at the highest dose activity change, negative = inhibition. actives 0.25% (n = 71,000); note: potency is the fitted concentration of half-maximal effect; % is set by controls: 0 for no effect and ±100 for the full control effect
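Reconstituted *E. coli* holoenzyme (0.35 nM Pol III, 1 nM beta, 154 nM SSB, 2 nM primase) was preincubated with compound for 15 min at RT. Synthesis on 1.4 nM ssM13Gori ran 35 min, then was stopped with PicoGreen/EDTA and read as dsDNA fluorescence.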
HADH2 inh: inhibitors of human HADH2 dehydrogenase; Q99714; recombinant HADH2, NADH fluorescence, beta-hydroxybutyryl-CoA; Potency, µM (series often up to 57.1 µM), for inactives: at the top dose activity change, negative = inhibition, usual class: inhibitors; actives 3.4% (n = 73,000); AID 886; note: potency is the fitted concentration of half-maximal effect; % is set by controls: 0 for no effect and ±100 for the full control effect; nearly all actives have a fitted effect of over 60% in size; many of its hits are not listed in these tables
Target sequence (Q99714 whole entry, looked up, one chain of several): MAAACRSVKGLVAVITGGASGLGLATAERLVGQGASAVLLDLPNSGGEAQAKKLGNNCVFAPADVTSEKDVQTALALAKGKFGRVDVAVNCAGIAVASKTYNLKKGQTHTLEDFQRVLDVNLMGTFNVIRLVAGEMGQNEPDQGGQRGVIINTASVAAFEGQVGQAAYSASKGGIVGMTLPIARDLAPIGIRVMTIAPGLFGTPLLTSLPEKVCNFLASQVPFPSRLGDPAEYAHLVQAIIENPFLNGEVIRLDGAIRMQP
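NADH fluorescence (ex 360/em 450 nm) read every 30 s for 4 min; activity taken as last-minus-first time point difference. Enzyme 20 nM, NAD+ 1 mM, beta-hydroxybutyryl-CoA 90 uM, pH 9.0 Tris buffer.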
The depositor's hits bear a star; [ ] = dose if it differs, or a comment. Unless noted, calls come from the whole dose curve; as a rule, active = well fitted curve in the direction sought with a large enough effect; inconclusive = small, poorly fitted or top-dose-only effect, or another doubt; inactive = no such curve, though single readings can be large; an effect the other way counts as inactive or inconclusive. A portion of the library (hit frequency here may not be typical).

For O=C(O)CSc1nnc(Cn2nnc3ccccc32)n1CCc1ccccc1 the results were HBB splice mod -0.4%, Texas Red fluor inactive, Hsp90 Hop PPI 0%, CRE Fsk mod 7.9µM*, ERK AVP block 35%[activator], Tau filament bind -5%, ALOX15 inhib 4%, Rhodamine autofl inactive, Luciferase inh 5%, Pol III holo inh -3% and HADH2 inh 26%.
`CC1(C)C(=O)OC(c2c(F)c(F)c(F)c(F)c2F)C2(CCCCC2)C1=O` (stereo not given) gave HBB splice mod 0.1%, Texas Red fluor inactive, Hsp90 Hop PPI -1%, CRE Fsk mod -4%, ERK AVP block 2%, Tau filament bind 1%, ALOX15 inhib 2%, Rhodamine autofl inactive, Luciferase inh -4%, Pol III holo inh -2% and HADH2 inh 4%.
`Cc1noc(C)c1S(=O)(=O)Nc1ccc(C(=O)NC2CCCCCC2)cc1` gave HBB splice mod 0.0%, Texas Red fluor inconclusive, Hsp90 Hop PPI -2%, CRE Fsk mod 1%, ERK AVP block 9%, Tau filament bind 6%, ALOX15 inhib 6%, Rhodamine autofl inactive, Luciferase inh -1%, Pol III holo inh -1% and HADH2 inh 3%.
Screening Cc1noc(C)c1-c1nc(N(C)Cc2ccco2)c2ccccc2n1 returned HBB splice mod 0.2%, Texas Red fluor inconclusive, Hsp90 Hop PPI inconclusive, CRE Fsk mod 19%, ERK AVP block -2%, Tau filament bind 18%, ALOX15 inhib inconclusive, Rhodamine autofl inactive, Luciferase inh -3%[2.29 µM], Pol III holo inh -1% and HADH2 inh 7%.
O=C(NCc1ccccc1)NC1(C(=O)N2CCOCC2)CCCCC1 was read as HBB splice mod -2.3%, Texas Red fluor inactive, Hsp90 Hop PPI 0%, CRE Fsk mod -9%, ERK AVP block 19%, Tau filament bind 1%, ALOX15 inhib -4%, Rhodamine autofl inactive, Luciferase inh -1%, Pol III holo inh -8% and HADH2 inh -6%.
For CCCc1cc2c(n1Cc1ccc(OC)cc1)C(C)C1CN(C(=O)c3ccccc3)C(C)(C(=O)OC)C21 (stereo not given) the results were HBB splice mod 0.4%, Hsp90 Hop PPI 0%, CRE Fsk mod -23%, ERK AVP block 2%, Tau filament bind 6%, Pol III holo inh 14% and HADH2 inh -5%.
`COC(=O)c1ccc(CSc2nccn2C)cc1` gave HBB splice mod 0.0%, Texas Red fluor inactive, Hsp90 Hop PPI 3%, CRE Fsk mod inconclusive, ERK AVP block -11%, Tau filament bind 27%, ALOX15 inhib -4%, Rhodamine autofl inactive, Luciferase inh -5%, Pol III holo inh 2% and HADH2 inh -9%.
For N#Cc1nc(-c2ccccc2F)oc1N1CCCC1 the results were HBB splice mod 0.1%, Texas Red fluor inactive, Hsp90 Hop PPI -11%, CRE Fsk mod inconclusive, ERK AVP block -33%, Tau filament bind 28%, ALOX15 inhib -1%, Rhodamine autofl inactive, Luciferase inh 0%, Pol III holo inh -8% and HADH2 inh 13µM*.
Screening O=C(COc1ccc2c3c(c(=O)oc2c1)CCC3)NC1CCCCC1 returned HBB splice mod -1.5%, Texas Red fluor inactive, Hsp90 Hop PPI -1%, CRE Fsk mod inconclusive, ERK AVP block -15%, Tau filament bind 7%, ALOX15 inhib -9%, Rhodamine autofl inactive, Luciferase inh 2%, Pol III holo inh -7% and HADH2 inh -28%.
`CCc1ccccc1-n1c(SCC(=O)N2CCCC2)nnc1-c1ccccn1` gave Texas Red fluor inactive, Hsp90 Hop PPI -21%, CRE Fsk mod -1%, ERK AVP block -7%, Tau filament bind -9%, ALOX15 inhib 22%, Rhodamine autofl inactive, Luciferase inh -2%, Pol III holo inh 0% and HADH2 inh 4%.
For COc1cc2c3c(c1)C1(C(=O)N3C(C)(C)C=C2C)C(C#N)=C(N)Oc2cc(O)ccc21 (stereo not given) the results were HBB splice mod -0.9%, Texas Red fluor inactive, Hsp90 Hop PPI -3%, CRE Fsk mod inconclusive, ERK AVP block -28%, Tau filament bind -3%, ALOX15 inhib -8%, Rhodamine autofl inactive, Luciferase inh 4%, Pol III holo inh -5% and HADH2 inh -15%.
`COc1ccc2[nH]c(C(=O)O)c(CCNC(C)=O)c2c1` gave HBB splice mod -0.4%, Texas Red fluor inactive, Hsp90 Hop PPI -4%, CRE Fsk mod -5%, ERK AVP block 9%, Tau filament bind 7%, ALOX15 inhib -2%, Rhodamine autofl inactive, Luciferase inh 0%, Pol III holo inh -3% and HADH2 inh 25µM*.

Looked up one by one from above (two):
`CCc1ccccc1-n1c(SCC(=O)N2CCCC2)nnc1-c1ccccn1` gave Texas Red fluor inactive, Hsp90 Hop PPI -21%, CRE Fsk mod -1%, ERK AVP block -7%, Tau filament bind -9%, ALOX15 inhib 22%, Rhodamine autofl inactive, Luciferase inh -2%, Pol III holo inh 0% and HADH2 inh 4%.
For COc1cc2c3c(c1)C1(C(=O)N3C(C)(C)C=C2C)C(C#N)=C(N)Oc2cc(O)ccc21 (stereo not given) the results were HBB splice mod -0.9%, Texas Red fluor inactive, Hsp90 Hop PPI -3%, CRE Fsk mod inconclusive, ERK AVP block -28%, Tau filament bind -3%, ALOX15 inhib -8%, Rhodamine autofl inactive, Luciferase inh 4%, Pol III holo inh -5% and HADH2 inh -15%.

Other structures follow:
For CCOC(=O)N1CCN(Cc2ccccc2Cl)CC1 the results were HBB splice mod 0.7%, Texas Red fluor inactive, Hsp90 Hop PPI -2%, CRE Fsk mod -4%, ERK AVP block -6%, Tau filament bind -9%, ALOX15 inhib 0%, Rhodamine autofl inactive, Luciferase inh 0%, Pol III holo inh -1% and HADH2 inh 2%.
`O=C(CCCn1c(=S)[nH]c2ccccc2c1=O)N1CCOCC1` gave HBB splice mod 3.1%, Texas Red fluor inactive, Hsp90 Hop PPI -2%, CRE Fsk mod -14%, ERK AVP block 3%, Tau filament bind 3%, ALOX15 inhib 3%, Rhodamine autofl inactive, Luciferase inh 3%, Pol III holo inh 12% and HADH2 inh -21%.
For Cc1cccc(NC(=O)c2cnc3sccn3c2=O)c1 the results were HBB splice mod -0.4%, Hsp90 Hop PPI -2%, CRE Fsk mod -5%, Tau filament bind -10%, ALOX15 inhib -7%, Luciferase inh 10µM*, Pol III holo inh -5% and HADH2 inh inconclusive.
`CCOC(=O)c1cc(=O)cc(C(=O)OCC)o1` gave HBB splice mod 0.6%[57.5 µM], Texas Red fluor inactive, Hsp90 Hop PPI 1%, CRE Fsk mod 3%, ERK AVP block 4%, Tau filament bind -2%, ALOX15 inhib 4%, Rhodamine autofl inactive, Luciferase inh 2%, Pol III holo inh 1% and HADH2 inh -2%.
CCc1nnc(NC(=O)CSc2nnc(Cc3ccccc3)n2-c2ccc(OC)cc2)s1 was read as Texas Red fluor inactive, Hsp90 Hop PPI 2%, CRE Fsk mod -5%, ERK AVP block -6%, Tau filament bind -8%, ALOX15 inhib 5%, Rhodamine autofl inactive, Luciferase inh 3%, Pol III holo inh 4% and HADH2 inh -3%.
Screening CCOCCCNC(=O)CCS(=O)(=O)Cc1ccc(C)cc1 returned HBB splice mod 0.1%, Texas Red fluor inactive, Hsp90 Hop PPI 1%, CRE Fsk mod -8%, ERK AVP block 2%, Tau filament bind 0%, ALOX15 inhib 5%, Rhodamine autofl inactive, Luciferase inh 2%, Pol III holo inh -6% and HADH2 inh 7%.
CCCC(=O)c1ccc(N2CCN(S(=O)(=O)c3ccc(C)cc3)CC2)c(F)c1 was read as HBB splice mod -0.2%[57.5 µM], Texas Red fluor inconclusive, Hsp90 Hop PPI -2%, CRE Fsk mod inconclusive, ERK AVP block -4%, Tau filament bind 12%, ALOX15 inhib -7%, Rhodamine autofl inactive, Luciferase inh 0%, Pol III holo inh -3% and HADH2 inh -2%.
COc1ccc2nc3oc(C(=O)NC4CCN(Cc5ccccc5)CC4)cc3cc2c1 was read as HBB splice mod -1.4%, Texas Red fluor inconclusive, Hsp90 Hop PPI -5%, CRE Fsk mod inconclusive, ERK AVP block 20%, Tau filament bind -3%, ALOX15 inhib -6%, Rhodamine autofl inactive, Luciferase inh -1%, Pol III holo inh 1% and HADH2 inh 35%[activator].

Screens as filed in PubChem.
